# Cneo AK release = Cryptococcus neoformans cell lysis inducers, primary screen, AK release luminescence, single concentration | lysis activity, % at 15 µM | 360,000 tested, 0.2% active | C. neoformans lysis, adenylate kinase release luminescence, 4 h; normalised: neutral wells 0, clomiphene wells 100;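 active = mean lysis activity across replicates of at least 80%, whatever share of replicates individually reach that level; inactive = mean lysis activity below 80%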
#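 Assay system: Cryptococcus neoformans yeast cells / Dosing: single-point compound dose / Timing: 4 h at 37 °C static, read 1 h later / Measured by: luminescence of released adenylate kinase using an AK detection reagent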
# SIRT5 inh = SIRT5 desuccinylase inhibitors, primary screen, biochemical, fluorescence imaging, single point, set 5; 330,000 tested, 1.1% active; NAD-dependent protein deacylase sirtuin-5, mitochondrial (Homo sapiens), Q9NXA8; inhibition, % at 15 µM; AID 652115, 2013; Purified SirT5, succinyl-peptide AMC, trypsin-coupled fluorescence; in the data active = inhibition above about 15%; inconclusive = no clear call, values can overlap the other calls
# PGC1a acetyl inh = inhibitors of PGC1a acetylation signal, primary screen, cell-based, U2OS, AlphaScreen, inhibitor mode. AlphaScreen anti-acetyl-lysine; with virally co-expressed GCN5 acetyltransferase. inhibition, % at 15.6 µM. 350,000 tested, 0.17% active. AID 651687, 2012;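 active = every replicate shows inhibition of at least 40%; inconclusive = mean inhibition at least 40% but some replicate below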;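 note: 0% = neutral control wells and 100% = positive control wells; some results beyond the cut were filed as inactive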
# XiGFP reactiv = activators of inactive X chromosome reactivation, primary screen, imaging, XiGFP fibroblasts, GFP high-content imaging, set 2 | 360,000 tested, 0.055% active | XiGFP mouse fibroblasts, % GFP-positive cells imaging, 3 d; cells co-treated with 5-aza-dC sensitizer; scaled so ellipticine positive control = 100% | activation, % at 7.58 µM;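 active = mean normalized replicate activation at least 10% and every replicate at or above 10%; inconclusive = only one of the two criteria met; inactive = mean below 10% and not all replicates reach 10%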;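 note: 0% = median of on-plate neutral control wells and 100% = ellipticine 6 µM median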
#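 material = 68-5-11 XiGFP fibroblast line | medium = DMEM plus 5-aza-dC sensitizer | schedule = 3 days compound exposure | benchmarks = positive control ellipticine, 6 µM final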
# ERAP1 inh = human ERAP1 aminopeptidase inhibitors, primary screen, biochemical, single point, plate reader | Endoplasmic reticulum aminopeptidase 1 (Homo sapiens), Q9NZ08 | recombinant ERAP1, Leu-AMC fluorescence, 60 min | inhibition, % at 10.7 µM | 340,000 tested, 0.15% active;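 active = mean replicate inhibition of at least 30%, or all replicates individually reaching that 30% level; inactive = mean below 30% and not every replicate reaching it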;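 note: 0% = neutral control wells and 100% = L-leucinethiol positive control wells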
# Target sequence (Q9NZ08 whole entry, looked up): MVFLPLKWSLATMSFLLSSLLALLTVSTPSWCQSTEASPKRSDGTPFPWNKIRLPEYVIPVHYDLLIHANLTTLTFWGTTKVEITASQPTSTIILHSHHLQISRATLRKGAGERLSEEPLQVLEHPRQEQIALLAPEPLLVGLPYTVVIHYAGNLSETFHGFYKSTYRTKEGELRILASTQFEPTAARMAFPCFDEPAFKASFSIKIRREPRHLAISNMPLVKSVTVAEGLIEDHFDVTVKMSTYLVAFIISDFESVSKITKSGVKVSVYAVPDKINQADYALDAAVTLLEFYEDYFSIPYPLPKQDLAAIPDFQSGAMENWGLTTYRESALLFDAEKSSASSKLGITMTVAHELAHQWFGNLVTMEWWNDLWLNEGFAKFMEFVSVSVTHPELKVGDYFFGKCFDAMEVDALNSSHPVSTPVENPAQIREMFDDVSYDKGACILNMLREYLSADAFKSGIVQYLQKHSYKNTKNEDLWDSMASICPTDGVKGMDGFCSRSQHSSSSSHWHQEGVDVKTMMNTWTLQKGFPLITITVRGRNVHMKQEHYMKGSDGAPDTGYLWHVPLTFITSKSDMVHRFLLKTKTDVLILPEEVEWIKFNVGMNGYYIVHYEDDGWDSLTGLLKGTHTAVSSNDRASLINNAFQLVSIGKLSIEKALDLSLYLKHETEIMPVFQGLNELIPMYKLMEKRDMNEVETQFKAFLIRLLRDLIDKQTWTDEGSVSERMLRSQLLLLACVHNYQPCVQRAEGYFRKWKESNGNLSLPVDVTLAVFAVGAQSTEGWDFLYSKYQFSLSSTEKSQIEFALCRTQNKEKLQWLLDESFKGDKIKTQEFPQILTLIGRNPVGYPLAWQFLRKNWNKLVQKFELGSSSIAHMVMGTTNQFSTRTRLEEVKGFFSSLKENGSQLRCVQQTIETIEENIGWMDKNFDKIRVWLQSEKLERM
# S100A4 inh HTS = inhibitors of S100A4-myosin IIA peptide binding, primary screen, biochemical, fluorescence polarization, TAMRA-MyoIIA peptide; 360,000 tested, 0.14% active; inhibition, % at 10.7 µM; Protein S100-A4 (Homo sapiens), P26447;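 active = mean inhibition of at least 70% across replicates, with every replicate also reaching that level; inconclusive = mean inhibition reaches 70% but some replicates fall short; inactive = mean inhibition below 70%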
# Target sequence (P26447 whole entry, looked up): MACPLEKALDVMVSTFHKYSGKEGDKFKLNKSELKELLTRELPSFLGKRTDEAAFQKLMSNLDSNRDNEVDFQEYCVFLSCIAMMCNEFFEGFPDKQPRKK
#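 Compound dosing: one dose per compound; test system: human S100A4 monomer with TAMRA-labelled myosin IIA peptide; probe or stimulus: TAMRA-labelled myosin IIA heavy-chain peptide probe, 5 nM; medium: HEPES buffer with Ca2+, pH 7.2; schedule: 5 min incubation before reading; benchmarks: neutral control DMSO, positive control TFP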
# LGR2 antag = inhibitors of bursicon-induced LGR2 CRE-luciferase signal, primary screen, cell-based, HEK293, CRE-luciferase reporter, bursicon stimulation | Drosophila bursicon receptor LGR2 (rickets) | bursicon-stimulated, 4 h | inhibition, % at 9.99 µM | 380,000 tested, 0.35% active;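 active = drop in luminescence signal, shown as inhibition above about 50% in the replicate tests, limit read from the data, passing the limit was not always enough; inconclusive = probably only some replicates passing the limit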;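 note: agonist challenge used bursicon conditioned medium at about half maximal strength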
# C2C12 statin = suppressors of statin myotoxicity in C2C12 myotubes, primary screen, cell-based, single point, plate reader. C2C12 myotubes + simvastatin, ATP luminescence, 48 h; scaled: DMSO 0, geranylgeraniol control 100. rescue of ATP level, % at 7.49 µM. 330,000 tested, 0.78% active. AID 602340, 2012;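 active = mean ATP rescue above about 67%, or every replicate alone reaching that limit, limit read from the data, passing the limit was not always enough; inconclusive = no clear call, values can overlap the other calls; inactive = mean under the limit and some replicate under it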;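 note: myotubes were challenged with 10 µM simvastatin during compound exposure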
# * hit, by the source's call; ? = inconclusive; · = no result given.
# Sequence of screens: Cneo AK release	SIRT5 inh	PGC1a acetyl inh	XiGFP reactiv	ERAP1 inh	S100A4 inh HTS	LGR2 antag	C2C12 statin
COc1ccccc1NC(=O)/C(C#N)=C/c1ccncc1
    -1	2	·	0.0	0	-2	7	·
Cc1ccc(NC(=O)c2cc(C)nn2-c2ccccc2)cc1
    7	3	-2	0.0	-3	-5	-40	-4
Nc1cc(S(=O)(=O)N2CCCCC2)ccc1Oc1ccc(Cl)cc1
    ·	-1	·	0.0	0	-4	2	·
CC(C)(C)C(=O)N1CCN(c2ccc(Cl)cc2[N+](=O)[O-])CC1
    ·	2	·	-0.1	0	0	-7	·
O=C(N/N=C/c1ccccc1C(=O)O)c1ccc(COc2cccc3cccnc23)cc1
    ·	0	4	0.2	2	-1	-1	·
CC1(C2CC2)NC(=O)N(CC(=O)Nc2ccccc2F)C1=O (stereo unspecified)
    0	-4	3	3.2	-2	2	-7	-15
C[C@H](CO)N1C[C@H](C)[C@H](CN(C)C(=O)Nc2ccccc2)Oc2ccc(NS(=O)(=O)c3cn(C)cn3)cc2CC1=O
    -6	-5	-2	0.0	5	4	-1	-26
CC[C@@]1(c2ccccc2OC)ON(c2ccccc2C(F)(F)F)C1=O
    2	·	-7	0.1	-1	0	?	8
O=C(NCc1ccccc1)C1CCN(S(=O)(=O)c2ccc(N3CCCC3=O)cc2)CC1
    ·	-1	·	0.1	-1	-1	-13	·
O=C(Nc1ccc2cn[nH]c2c1)c1ccc(Cl)c(S(=O)(=O)N2CCOCC2)c1
    ·	-6	·	0.1	3	0	-16	·
Nc1nc(SCCO)[nH]c(=O)c1NC(=O)c1ccc(Br)o1
    -1	1	·	0.3	3	0	14	3
Cc1ccc(S(=O)(=O)Nc2ccc3c(c2)CC(=O)N([C@@H](C)CO)C[C@H](C)[C@@H](CN(C)CC2CC2)O3)cc1
    -1	-1	5	-0.9	0	-1	16	19
O=C(CSc1nnc(NC(=O)c2ccccc2)s1)NCC1CCCO1 (stereo unspecified)
    -5	3	-2	-0.1	-1	-3	30	-45
CCc1nnc(NC(=O)CN2CCN(S(C)(=O)=O)CC2)s1
    -1	-1	2	0.5	5	-1	-2	·
COc1cccc(/C=C/C(=O)OCC(=O)NCc2ccc3c(c2)OCO3)c1
    -1	-6	2	0.5	3	0	-1	1
Cc1ccc(C(=O)NCCN2C3=NC[C@H](C(C)C)N3C[C@H]2Cc2ccc(O)cc2)cc1Br
    -6	-6	11	0.1	0	-12	-5	-47
COc1cccc(C(C(=O)NC2CCCC2)N(C(=O)CNC(=O)c2ccco2)c2cccnc2)c1 (stereo unspecified)
    -2	-5	·	0.3	-4	2	-11	-19
CCc1c(C)c(C#N)c2nc3ccccc3n2c1N(C)C
    17	·	2	·	·	·	18	-2
Cc1noc(C)c1NC(=O)N(C)C[C@H]1Oc2c(NS(=O)(=O)c3cn(C)cn3)cccc2C(=O)N([C@@H](C)CO)C[C@@H]1C
    0	3	-10	-0.4	3	0	2	4
CCOC(=O)c1c(C)c(-c2ccccc2)n(CC(=O)N2CCCC2)c1C
    1	10	-11	0.0	2	-2	12	-8

# Overlap with the part before: 2 entries, followed by the next part.
# Sequence of screens: Cneo AK release	SIRT5 inh	PGC1a acetyl inh	XiGFP reactiv	ERAP1 inh	S100A4 inh HTS	LGR2 antag	C2C12 statin
Cc1noc(C)c1NC(=O)N(C)C[C@H]1Oc2c(NS(=O)(=O)c3cn(C)cn3)cccc2C(=O)N([C@@H](C)CO)C[C@@H]1C
    0	3	-10	-0.4	3	0	2	4
CCOC(=O)c1c(C)c(-c2ccccc2)n(CC(=O)N2CCCC2)c1C
    1	10	-11	0.0	2	-2	12	-8
CCC(=O)NC[C@@H]1[C@H](c2ccc(C3=CCCC3)cc2)[C@H](CO)N1C(=O)C1CC1
    0	·	4	0.0	·	·	1	-20
S=C(Nc1ccc(Cl)cc1)Nc1cccc2cnccc12
    ·	-1	·	0.2	-1	15	-7	·
O=C(N[C@@H]1CC[C@@H](CCn2cc(C3(O)CCCC3)nn2)O[C@H]1CO)C1CCCCC1
    -1	0	3	-0.1	-2	-5	9	0
COC(=O)NC(NS(=O)(=O)c1ccccc1)(C(=O)OC)C(F)(F)F (stereo unspecified)
    ·	-5	-4	9.7	2	1	·	2
COc1ccc(CC2(CO)CCN(CC3=Cc4cc(Cl)ccc4OC3)CC2)cc1
    ·	-1	-4	0.2	-3	-1	-2	·
CC(C)NC(=O)N(C)C[C@H]1Oc2ncc(C#CC3CCCC3)cc2C(=O)N([C@@H](C)CO)C[C@@H]1C
    -1	6	13	0.0	4	-3	-5	16
COc1ccc(C2/C(=C(\O)c3ccc4c(c3)OCCO4)C(=O)C(=O)N2CCCn2ccnc2)cc1 (stereo unspecified)
    -1	0	9	-0.1	2	0	21	10
COc1ccc(S(=O)(=O)Nc2ccc3c(c2)CC(=O)N([C@H](C)CO)C[C@H](C)[C@H](CN(C)S(=O)(=O)c2cccs2)O3)cc1
    4	12	1	0.0	-2	-7	-1	-2
CC(C)CC#Cc1cnc2c(c1)C(=O)N([C@@H](C)CO)C[C@H](C)[C@@H](CN(C)C(=O)c1ccccc1)O2
    2	1	0	-0.8	-8	-18	2	5
O=S(=O)(c1ccc2ccccc2c1)N1CCOCC1
    ·	99*	·	0.1	2	2	-5	2
CCCc1ncc(C(O)c2ccccc2OC)n1C (stereo unspecified)
    7	-4	-4	0.1	1	-2	5	·
CCC(=O)N1CCc2cc(Br)cc(S(=O)(=O)N3CCC(C(=O)NC(C)C)CC3)c21
    1	-3	-9	0.0	-1	-7	2	-18
COc1ccc(NC(=O)N2CCC(c3ccccc3)C2)c(OC)c1 (stereo unspecified)
    8	1	-2	0.1	3	1	10	22
CCn1c(=O)c2cc(S(=O)(=O)NCc3ccccc3)ccc2n(CC)c1=O
    1	·	-4	·	·	·	-3	-10
Cc1cc(CCN2CCC(=O)NC2=O)ccc1OC(C)C
    0	0	·	·	3	3	4	-2
Cc1nnc(NC(=O)c2ccc(S(=O)(=O)N3CCCCC3)cc2)s1
    -1	-3	·	-0.5	-1	0	-5	-4
O=C(c1ccc2c(c1)OCO2)N1C[C@@H]2[C@H](c3ccccc31)[C@H](CO)N2CC1CCCC1
    0	1	11	0.0	-1	5	-3	-4
CC(CCc1ccccc1)NC(=O)COC(=O)c1ccc(F)cc1 (stereo unspecified)
    -3	-2	1	0.0	0	-11	-6	-2
COc1cccc(CNC(=O)C[C@@H]2CC[C@H](NC(C)=O)[C@H](CO)O2)c1
    49	-2	-11	0.5	-1	5	5	14
C[C@H](O)C#Cc1cnc2c(c1)C(=O)N([C@H](C)CO)C[C@@H](C)[C@H](CN(C)C(=O)CN(C)C)O2
    -3	1	3	-0.7	-1	1	1	·
Cc1ccc(S(=O)(=O)N(C)c2ccc(C(=O)NCC(c3ccccc3)N3CCCC3)cc2)cc1 (stereo unspecified)
    16	0	-25	0.0	-4	0	·	11
COc1cc(N/C(=C\C(=O)c2ccccc2)c2ccccc2)ccc1Cl
    ·	·	·	0.1	0	3	-76	·
O=C(Cc1ccccc1)N1CC(=O)N2[C@H](CO)[C@@H](c3ccc(C#Cc4ccccc4)cc3)[C@H]2C1
    ·	-3	-11	0.2	-1	12	3	·
Cc1coc2cc3oc(=O)c(CCC(=O)NCc4ccccn4)c(C)c3cc12
    2	2	-6	·	0	-2	2	-6
CN(Cc1cccc(F)c1)C(=O)CN1C(=O)NC2(CCc3ccccc32)C1=O (stereo unspecified)
    2	-5	-1	-0.1	-3	-3	0	6
Cc1ccccc1NC(=O)C1=CC=CN2CCS(=O)(=O)N=C12
    -1	-5	2	0.3	1	5	-11	-3
COc1cc(C(=O)N(C)C2CCCCC2)ccc1OC1CCN(C(C)=O)CC1
    -1	-1	-5	0.0	2	0	3	-5
COc1ccccc1NS(=O)(=O)c1ccc(C)c(C(=O)NC2=NCCS2)c1
    0	-2	·	0.0	0	2	9	0
C[C@@H]1CN([C@H](C)CO)C(=O)c2cc(NS(C)(=O)=O)ccc2O[C@@H]1CN(C)Cc1ccc(Cl)c(Cl)c1
    4	0	4	0.0	0	-4	9	52
Cn1ccnc1SCC(=O)Nc1ccc([N+](=O)[O-])cn1
    -1	-3	1	0.0	1	-2	23	·
Cn1c(SCc2cccc(Br)c2)nc2ccccc2c1=O
    3	0	·	1.9	-2	-3	20	10
Cc1ccc(OCC(=O)NNC(=O)Cn2nnc(-c3ccccc3)n2)cc1
    ·	-4	4	0.0	-1	8	?	·
O=C1C2C3C=CC(CC3)C2C(=O)N1c1ccc([N+](=O)[O-])cc1 (stereo unspecified)
    3	-4	4	0.0	1	0	-8	-8
CCN(C[C@@H]1[C@@H](c2ccccc2)[C@H](CO)N1C(C)=O)C(=O)NC1CCCC1
    -1	-1	-1	0.3	0	9	-29	6
CC1(C(=O)NS(=O)(=O)C2CC2)CCN(C(=O)c2ccc(F)cc2Cl)C1 (stereo unspecified)
    1	·	10	-0.3	0	6	-5	-7
C[C@H]1CN([C@@H](C)CO)C(=O)Cc2cc(NS(=O)(=O)c3ccc(F)cc3)ccc2O[C@@H]1CN(C)C(=O)Nc1ccc(F)cc1
    -3	-3	4	0.1	-2	-6	11	-16
Cn1cnc(S(=O)(=O)N2C[C@@H](O)COC[C@@H]3O[C@H](CC(=O)NCc4cc(F)cc(F)c4)CC[C@H]32)c1
    0	0	-2	0.0	0	9	-4	-9
O=C(CCC(=O)Nc1ccccc1Cl)NN=C1CCCC1
    0	0	·	0.0	3	-6	18	-2
CC(C)(C)NC(=O)COC(=O)c1ccccc1Nc1ccc(SC(F)F)cc1
    0	·	1	0.1	·	·	-29	·
C[C@H]1CN([C@@H](C)CO)C(=O)Cc2cc(NC(=O)Cc3ccccc3)ccc2O[C@H]1CN(C)C(=O)Nc1ccccc1
    -11	4	1	0.0	-3	-17	19	14
Cc1ccc(CSCCNC(=O)c2ccc(C)cc2)cc1
    ·	·	2	0.0	0	29	-33	·
O=C(NNC(=O)c1ccccc1C(=O)O)c1cc2ccccc2o1
    4	-12	-3	0.0	2	7	5	4
C[C@H](CO)N1C[C@H](C)[C@@H](CN(C)C(=O)Nc2ccccc2)Oc2ccc(NC(=O)CCC(F)(F)F)cc2CC1=O
    7	-9	3	0.3	-1	5	-5	-23

# Screening data deposited in PubChem BioAssay by Broad Institute.

# These rows are one share of the data; count on the stated rates, not on these rows.
